4MU fluor – qHTS Assay for Spectroscopic Profiling in 4-MU Spectral Region; compound autofluorescence, 340/450 nm, 4-MU equivalents; active compounds read high; max dye-equivalent concentration, M; 59,000 tested, 11% active; AID 589, 2007; in the data active means max dye-equivalent concentration above about 10 nM; inconclusive means mostly about 1.1 nM to 9.6 nM
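Intrinsic fluorescence at 340/450 nm (ex/em) was read after 15 min at room temperature in pH 8.0, 100 mM Tris. Each compound concentration expressed as 4-MU-equivalent concentration from a six-point 4-MU standard series on each plate.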
Fluorescein autfl – qHTS Assay for Spectroscopic Profiling in Fluorescein Spectral Region; Compound autofluorescence, 480/540 nm, fluorescein-equivalent; active compounds read high; max fluorescein-equivalent concentration, M; 59,000 tested, 0.91% active; in the data active means max fluorescein-equivalent concentration above about 10 nM; inconclusive means between about 1.1 nM and that limit
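In this qHTS profile, compound fluorescence was measured with a 480 nm/540 nm filter pair following a 15-min room-temperature incubation in 100 mM Tris (pH 8.0). A six-point fluorescein series on each plate served for normalization.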
UbGFP stabilizer – Ubiquitin-GFP Assay. Ubiquitin-GFP reporter cells, proteasome inhibition, GFP fluorescence; response scale: untreated = 0%, 10 µM MG-132 = 100%. Potency, µM (doses to about 45.9 µM), without a hit: at the highest dose activation (GFP accumulation), usual class: activators. 67,000 tested, under 10 active; active means well fitted activation curve with a large enough effect, not every such curve was filed as active; inconclusive means small, poorly fitted or top-dose-only effect, or another doubt; inactive means no such curve, though single readings can be large or run the other way; further: potency means the concentration at half of the fitted maximal effect
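U2OS Ub(G76V)-GFP reporter; O/N plating, 0.5% FBS; cpd 46 uM–2.9 nM, 4 h, 37 °C; GFP+ cell count, 488/515 nm; norm. to basal vs 10 uM MG-132; CRC fit.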
A350 autofl – qHTS Assay for Spectroscopic Profiling in A350 Spectral Region; Compound autofluorescence, 340/450 nm, Alexa 350 dye-equivalents; active compounds read high; max dye-equivalent concentration, M; 59,000 tested, 11% active; AID 590, 2007; in the data active means max dye-equivalent concentration above about 10 nM; inconclusive means mostly about 1.1 nM to 9.6 nM
USP2a inh – qHTS Assay for Inhibitors of Ubiquitin-specific Protease USP2a. Potency, µM (series often up to 38.3 µM), for the others: at the highest dose activity change, negative = inhibition, hits mostly inhibitors. USP2a enzymatic assay, qHTS inhibition. AID 927, 2007. 60,000 tested, 0.1% active. Ubiquitin carboxyl-terminal hydrolase 2 (Homo sapiens), O75604;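 further: potency means the concentration at half of the fitted maximal effect; nearly all actives have a fitted effect of over 60% in size; plate controls were DMSO for no effect and NEM full inhibition control for full effect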
Target sequence (O75604 whole entry, looked up): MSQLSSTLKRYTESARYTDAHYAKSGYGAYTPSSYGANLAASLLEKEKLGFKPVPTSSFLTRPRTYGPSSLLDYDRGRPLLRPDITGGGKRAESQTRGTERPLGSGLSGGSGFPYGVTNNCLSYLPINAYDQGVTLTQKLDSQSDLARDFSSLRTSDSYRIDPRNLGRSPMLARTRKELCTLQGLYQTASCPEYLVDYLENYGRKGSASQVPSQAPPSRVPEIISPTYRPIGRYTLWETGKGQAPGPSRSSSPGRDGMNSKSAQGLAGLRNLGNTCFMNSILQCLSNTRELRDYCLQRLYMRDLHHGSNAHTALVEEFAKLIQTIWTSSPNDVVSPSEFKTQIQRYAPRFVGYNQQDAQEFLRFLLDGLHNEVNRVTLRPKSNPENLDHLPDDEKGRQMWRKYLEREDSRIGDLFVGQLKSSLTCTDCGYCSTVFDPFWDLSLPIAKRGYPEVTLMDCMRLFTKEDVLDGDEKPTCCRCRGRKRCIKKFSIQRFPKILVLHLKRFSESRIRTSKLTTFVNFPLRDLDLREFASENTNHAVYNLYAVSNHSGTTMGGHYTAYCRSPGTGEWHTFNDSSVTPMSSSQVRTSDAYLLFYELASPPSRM
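USP2 core (20 nM final) was preincubated with compound for 30 min at RT in 20 mM Tris-HCl pH 8.0, 2 mM CaCl2, 2 mM beta-mercaptoethanol; Ub-PLA2 (20 nM) plus NBD C6-HPC (20 uM) then added, fluorescence read after 2.5 h.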
GFP derepression – qHTS Assay for Epigenetic Modulators; Potency, µM (highest dose often 46.1 µM), inactives show at the top dose GFP derepression (activation); 68,000 tested, 0.09% active; AID 597, 2007; mouse C127i GFP locus derepression, cytometry, 30 h; further: % of control where 0% means no effect
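Murine C127i mammary cells carrying a silenced, stably integrated CMV-driven GFP reporter were treated with compound for 30 hours at 37 C. After PBS washes, GFP-positive cells were counted by laser-scanning microplate cytometry.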
BRCT inh green – qHTS Assay for Inhibitors of BRCT-Phosphoprotein Interaction (Green Fluorophore). 75,000 tested, 0.05% active. BRCA1 BRCT-phosphopeptide binding, green fluorescence polarization. Breast cancer type 1 susceptibility protein (Homo sapiens), P38398. Potency, µM (titrated, usually from 76.9 µM), without a hit: top-dose activity change, negative = inhibition, actives largely listed as inhibitors;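 further: potency means the concentration at half of the fitted maximal effect; plate controls were peptide without protein for full effect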
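Compounds were incubated for 12 min at room temperature with a complex of 100 nM fluorescein-tagged pBACH1 decapeptide and 250 nM His-tagged BRCT protein. Buffer was phosphate pH 7.3 with EDTA, DTT and Tween 20. Disruption of binding lowers the polarization signal.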
Casp7 inh – qHTS Assay for Allosteric/Competitive Inhibitors of Caspase-7. recombinant caspase-7, Ac-DEVD-AFC fluorescence rate. Potency, µM (top dose mostly 57.5 µM), for the others: at the top dose activity change, negative = inhibition, actives largely listed as inhibitors. P55210. 75,000 tested, 0.02% active. AID 889, 2007; active means well fitted inhibition curve with a large enough effect in the main read-out, with a control signal flat, not every such curve was filed as active; inconclusive means small, poorly fitted or top-dose-only effect, or a change in a side signal; further: potency means the concentration at half of the fitted maximal effect; % of control where 0% means no effect
Casp1 inh – qHTS Assay for Allosteric/Competitive Inhibitors of Caspase-1. Caspase-1 enzyme, Ac-WEHD-AFC fluorogenic rate. Potency, µM (titrated, usually from 57.5 µM), without a hit: top-dose activity change, negative = inhibition, actives largely listed as inhibitors. 75,000 tested, 0.03% active;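 further: potency means the concentration at half of the fitted maximal effect; plate controls were vehicle for no effect and no substrate for full effect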
Target sequence (P29466 120-297 limits assumed): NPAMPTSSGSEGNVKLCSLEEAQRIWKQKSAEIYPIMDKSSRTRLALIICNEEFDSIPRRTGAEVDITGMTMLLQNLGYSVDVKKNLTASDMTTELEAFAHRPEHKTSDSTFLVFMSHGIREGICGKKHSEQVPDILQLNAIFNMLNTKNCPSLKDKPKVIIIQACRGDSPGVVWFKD
Target sequence (P29466 317-404 limits assumed): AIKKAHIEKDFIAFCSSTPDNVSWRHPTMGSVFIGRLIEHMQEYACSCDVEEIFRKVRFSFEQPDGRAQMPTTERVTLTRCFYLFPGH
HEK293 cAMP cs – qHTS Assay for Agonists of the Thyroid Stimulating Hormone Receptor: Activators of Intracellular cAMP Concentrations in Parental HEK 293; parental HEK293 CNG cAMP sensor, membrane potential fluorescence; Potency, µM (series often up to 57.1 µM), inactives show at the top dose activation, hits mostly activators; 73,000 tested, 2.5% active; further: potency means the concentration at half of the fitted maximal effect; % of control where 0% means no effect; nearly all actives have a fitted effect of over 55% in size
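Parental HEK 293 cells stably expressing a modified CNG channel (no TSHR) report cAMP rise as membrane depolarization. Membrane potential dye with 100 uM RO 20-1724 was loaded for 60 min at room temperature, then compound added for 30 min; fluorescence read at 590 nm.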
BRCT PPI red – qHTS Assay for Inhibitors of BRCT-Phosphoprotein Interaction (Red Fluorophore); 75,000 tested, 0.03% active; BRCT-phosphopeptide binding, red fluorescence polarization; Potency, µM (series often up to 76.9 µM), inactives show at the highest dose activity change, negative = inhibition, usual class: inhibitors; Breast cancer type 1 susceptibility protein (Homo sapiens), P38398; further: on the % scale 0 is the no-effect control and ±100 the full control effect
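Fluorescence polarization: 100 nM His-tagged BRCA1 BRCT with 100 nM TAMRA-labelled phospho-BACH1 decapeptide, phosphate buffer pH 7.3 with 150 mM NaCl, DTT, 0.01% Tween 20; 12 min RT. Binding inhibition seen as FP decrease.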
* = called active by the depositor; i = inactive; ? = inconclusive; / = no result given; [ ] = dose if it differs, or a comment. Unless noted, the call rests on the fitted dose curve; in most records, active means well fitted curve in the direction sought with a large enough effect; inconclusive means small, poorly fitted or top-dose-only effect, or another doubt; inactive means no such curve, though single readings can be large; an effect the other way counts as inactive or inconclusive. This is a subset, so the mix of outcomes need not match the whole.

Every second line gives: BRCT PPI red, Casp7 inh, BRCT inh green, Casp1 inh, 4MU fluor, UbGFP stabilizer, GFP derepression, USP2a inh, A350 autofl, HEK293 cAMP cs, Fluorescein autfl
C[C@H]1[C@H](C)OC(=O)C[C@H](O)C[C@H](O)C[C@H](O)CC[C@H](O)[C@H](O)CC(=O)C[C@H](O)[C@H](C(=O)O)[C@H](O)C[C@H](O[C@@H]2O[C@@H](C)[C@H](O)[C@@H](N)[C@@H]2O)C=CC=CC=CC=CCCC=CC=C[C@@](C)(O)[C@H]1O
 : -1.7%[15.4 µM], 0%[11.5 µM], 5.7%[15.4 µM], 1%[11.5 µM], i, 2%[9.17 µM], 0%[9.22 µM], /, i, ?, ?
CCN(CC)c1ncnc2sc(C(=O)N3CCN(c4ccccc4)CC3)c(C)c12
 : -0.9%, -2%, -2.7%, -1%, i, 4%, -2%, 17%, i, 20%, i
CCC(=O)Nc1ccc(C(=O)c2ccccc2)cc1
 : 0.0%, 0%, 0.7%, 2%, /, -8%, 1%, 0%, /, 10%, /
CC1(C)S[C@H]2C(NC(=O)[C@@H](N)c3ccc(O)cc3)C(=O)N2[C@@H]1C(=O)O (stereo partly drawn)
 : -0.2%, -6%, -1.6%[3.08 µM], -2%, /, /, /, -2%, /, /, /
CC(C)=CCC1=C(O)c2ccccc2C(=O)C1=O
 : 1.1%, -3%, -1.8%[3.08 µM], -6%, /, /, /, -14%, /, /, /
CCC(SCC(=O)OC)C(=O)Nc1nnc(C(C)C)s1 (stereo not drawn)
 : -2.5%, -4%, -1.3%, -2%, /, -12%, /, /, /, 5%, /
CC1=CCC2C(=O)N(c3nc(C)cc(C)n3)C(=O)C2C1 (stereo not drawn)
 : -1.2%, -1%, -2.8%, -4%, i, 13%, 1%, 1%, i, 13%, i
CCOc1ccc2nc(NS(C)(=O)=O)sc2c1
 : 1.6%, 0%, 0.7%, 0%, i, 1%, 0%, 28%, i, 9%, i
Cc1cccc2sc(NC(=O)Cn3cccc3)nc12
 : -1.5%, -2%, 4.0%, -1%, /, 3%, 2%, /, /, 10%, /
C=CCNc1ncnc2c1[nH]c1ccc(C)cc12
 : -0.9%, 1%, -1.2%, 0%, 2.1e-08M*, -4%, 0%, 1%, 2.8e-08M*, 18%, i
C/[N+]([O-])=C1\Cc2ccccc2C1=O
 : -0.4%, -2%, -0.4%, -5%, i, -4%, 4%, 27%, i, 14%, i
COc1cc(-c2nc(Cc3c(F)cccc3Cl)no2)cc(OC)c1OC
 : 0.0%, -1%, -1.8%, -1%, i, 2%, 8%, 0%, ?, 4%, i
COC(=O)c1ccccc1NC(=O)N1CSC[C@H]1C(=O)OC
 : -0.3%, 1%, -1.9%, 0%, ?, -4%, 2%, -7%, ?, -5%, i
COc1ccc(OC(C)C(=O)NC2CC(C)(C)NC(C)(C)C2)cc1 (stereo not drawn)
 : 1.6%, 1%, -0.3%, -1%, i, 5%, 11%, -5%, i, 3%, i
COCCNC(=O)[C@@]1(Cc2ccccc2)C=C[C@@H](C)N1C(=O)OC
 : 1.0%, 0%, -1.1%, 0%, /, /, /, /, /, 9%, /
Cc1nc2sc(C(c3cccs3)N3CCN(C(=O)c4ccco4)CC3)c(O)n2n1 (stereo not drawn)
 : 1.0%, -2%, -4.3%, 3%, /, 7%, /, /, /, 9%, /
Cc1csc(=Nc2ccc(S(=O)(=O)N3CCOCC3)cc2)n1Cc1ccco1
 : 0.3%, -7%, 1.2%, -6%, ?, 1%, 0%, 26%, ?, 27%, i
Cn1c(SCC(=O)Nc2ccc3cn[nH]c3c2)nnc1-c1cccs1
 : 0.7%, -2%, -1.9%, 0%, i, -7%, -3%, 1%, i, -2%, ?
Cc1nc2cc(NC(=O)Nc3nccs3)ccc2n1C
 : 0.0%, 0%, 1.4%, 1%, i, -1%, -3%, 0%, i, -3%, i
Nc1nc(-c2cccnc2)nn1C(=O)COc1ccccc1
 : 1.7%, 0%, -1.0%, 0%, i, 7%, 0%, 0%, i, -3%, ?
COc1ccc(NC(=O)Cn2cccc2)cc1Cl
 : -0.4%, 0%, -1.0%, -1%, i, 5%, -4%, 5%, i, -3%, ?
COc1ccc2[nH]cc(CCNc3ncncc3-c3cccnc3)c2c1
 : -0.1%, -3%, -1.9%, -3%, ?, 0%, 0%[9.22 µM], 18%, ?, -14%, i
O=C(c1ccncc1)N1CCC2(CCN(Cc3cc(C(F)(F)F)cc(C(F)(F)F)c3)CC2)CC1
 : 0.1%, -10%, -2.3%, -4%, i, -11%, 0%[9.22 µM], 108%[activator], i, ?, i
O=c1c2ccccc2n(Cc2ccc(Cl)cc2)c(=O)n1Cc1ccco1
 : 1.2%, -4%, 2.4%, 0%, i, 0%, 0%, -7%, i, ?, ?
Cc1nnc(N(C)C(=O)Cc2ccc3c(c2)OCO3)s1
 : 0.8%, 0%, -0.1%, -1%, i, 1%, -1%, 10%, i, ?, i
COC(=O)c1cc2c(cc1NC(=O)CSCCc1ccccn1)OCO2
 : 0.9%, -2%, -10%, -2%, i, 12%, 9%, 22%, i, ?, ?
Cc1ccc2[nH]c(-c3ccccc3)c(CN3CCN(C)CC3)c(=O)c2c1
 : 1.4%, 0%, 1.4%, -1%, /, 18%[9.17 µM], -2%, 0%[7.66 µM], /, 14%[11.4 µM], /
O=C(CSc1nc2ncccc2[nH]1)NCc1ccccc1
 : -3.4%, 1%, -0.2%, -1%, /, 1%[9.17 µM], 2%, 0%[7.66 µM], /, 8%[11.4 µM], /
COc1ccc(CCn2c(=O)[nH]c3cc(C(=O)NCCCN4CCOCC4)ccc3c2=O)cc1OC
 : 0.1%, -1%, -1.5%, 1%, i, 8%, 0%, 4%, i, -4%, i
CC(=O)OC[C@@H]1O[C@@H](O/N=C2/C[C@@H](O)[C@@H](O)[C@@H]3[C@@H]4C(=O)N([C@@H](C)c5ccccc5)C(=O)[C@H]4CC[C@H]23)[C@H](OC(C)=O)[C@H](OC(C)=O)[C@@H]1OC(C)=O
 : -0.1%[15.4 µM], 0%[11.5 µM], -0.4%[15.4 µM], -2%[11.5 µM], /, /, /, /, /, 3%[11.4 µM], /

Reformatted as tab-separated lines: 7 of the compounds above.
SMILES	BRCT PPI red	Casp7 inh	BRCT inh green	Casp1 inh	4MU fluor	UbGFP stabilizer	GFP derepression	USP2a inh	A350 autofl	HEK293 cAMP cs	Fluorescein autfl
O=c1c2ccccc2n(Cc2ccc(Cl)cc2)c(=O)n1Cc1ccco1	1.2%	-4%	2.4%	0%	i	0%	0%	-7%	i	?	?
Cc1nnc(N(C)C(=O)Cc2ccc3c(c2)OCO3)s1	0.8%	0%	-0.1%	-1%	i	1%	-1%	10%	i	?	i
COC(=O)c1cc2c(cc1NC(=O)CSCCc1ccccn1)OCO2	0.9%	-2%	-10%	-2%	i	12%	9%	22%	i	?	?
Cc1ccc2[nH]c(-c3ccccc3)c(CN3CCN(C)CC3)c(=O)c2c1	1.4%	0%	1.4%	-1%	/	18%[9.17 µM]	-2%	0%[7.66 µM]	/	14%[11.4 µM]	/
O=C(CSc1nc2ncccc2[nH]1)NCc1ccccc1	-3.4%	1%	-0.2%	-1%	/	1%[9.17 µM]	2%	0%[7.66 µM]	/	8%[11.4 µM]	/
COc1ccc(CCn2c(=O)[nH]c3cc(C(=O)NCCCN4CCOCC4)ccc3c2=O)cc1OC	0.1%	-1%	-1.5%	1%	i	8%	0%	4%	i	-4%	i
CC(=O)OC[C@@H]1O[C@@H](O/N=C2/C[C@@H](O)[C@@H](O)[C@@H]3[C@@H]4C(=O)N([C@@H](C)c5ccccc5)C(=O)[C@H]4CC[C@H]23)[C@H](OC(C)=O)[C@H](OC(C)=O)[C@@H]1OC(C)=O	-0.1%[15.4 µM]	0%[11.5 µM]	-0.4%[15.4 µM]	-2%[11.5 µM]	/	/	/	/	/	3%[11.4 µM]	/

(further entries)
Every second line gives: BRCT PPI red, Casp7 inh, BRCT inh green, Casp1 inh, 4MU fluor, UbGFP stabilizer, GFP derepression, USP2a inh, A350 autofl, HEK293 cAMP cs, Fluorescein autfl
COC(=O)N1CCN(c2ccc(OC)cc2)CC1
 : 1.7%, 0%, -0.3%, 0%, i, -5%, -2%, -2%, i, -2%, ?
COc1ccc(CC(CC(=O)O)C(=O)Nc2ccccc2)cc1 (stereo not drawn)
 : -0.6%, 0%, -2.2%, 1%, i, -17%, 0%, -5%, i, 7%, ?
COc1cccc(C(=O)NC2CC3CCCC(C2)N3CC(=O)Nc2ccccc2)c1 (stereo not drawn)
 : 1.0%, -20%, 2.5%, -4%, i, 1%, 1%, 22%, i, -1%, i
CC(=O)NC(CCS(C)(=O)=O)C(=O)Nc1c(C)cccc1C (stereo not drawn)
 : -0.3%, 1%, 0.1%, -3%, /, -1%, /, /, /, 9%, /
